# Screening data from PubChem.
# NCI-60 one-dose screen, 48 h, at 10 µM unless noted. Numbers give growth in % (100 = growth as untreated, 0 = no growth, -100 = all killed).
# MALME-3M – MALME-3M melanoma. actives 5.8% (n = 78,000)
# UACC-257 – UACC-257 melanoma. AID 1794764. actives 4.4% (n = 78,000)
# SK-MEL-2 – SK-MEL-2 melanoma; actives 4.7% (n = 77,000)
# M14 – M14 melanoma; AID 1794745; actives 6.2% (n = 80,000)
# UACC-62 – UACC-62 melanoma; actives 5.4% (n = 81,000); AID 1794756
# SK-MEL-5 – SK-MEL-5 melanoma. actives 6.4% (n = 80,000). AID 1794755
# SK-MEL-28 – SK-MEL-28 melanoma; actives 4.1% (n = 81,000); AID 1794761
# MDA-MB-435 – MDA-MB-435 melanoma; AID 1794794; actives 7.8% (n = 82,000)
# * hit, by the source's call; / = not tested or not shown; & = joins results of further samples. Rule for the calls: active = growth percent below 10; inactive = the rest.
SMILES	MALME-3M	UACC-62	M14	UACC-257	SK-MEL-28	SK-MEL-2	MDA-MB-435	SK-MEL-5
Oc1[nH]c2ccccc2c1Nn1c(N=N/C=c2/ccc3c(c2)C=NN=3)n[nH]c1=S	109	99	106	110	115	104	103	92
CNC(=O)NCCCCCNC(=O)NC	85	107	102	101	111	104	102	106
Cc1cc(C#Cc2ccc(C(C)(C)C)cc2)ccc1-n1c(/C=C/c2ccc3[nH]ccc3c2)nc2ccccc2c1=O	96	109	83	68	117	120	103	89
Cc1ncc(COCc2ccccc2)c(CO)c1OCc1ccccc1	146	93	106	112	109	115	100	101
CC(=O)c1ccc(N2CCCCC2)cc1	103	95	108	98	107	96	107	103
Cc1nc2ncnc3ncn1c32	113	87	46	95	109	98	89	98
O=c1cc(-c2ccccc2)oc2c1ccc1ccccc12	146	86	99	97	99	/	89	80
Cc1nc2ccc(Cl)cn2c1-c1nnc(SCc2ccc(Br)cc2)o1	92	66	84	102	97	114	98	92
COc1ccc(C(=O)NCCNc2nccc(-c3c(-c4ccc(F)cc4)nc4sccn34)n2)cc1	76	47	56	89	77	/	44	38
Oc1ccc2ccc(Cl)cc2c1	109	102	106	111	99	/	107	101
CCCCCCCCCCCCC(CN(C)C)C(=O)c1ccccc1 (centres undefined)	79	77	76	92	89	86	83	85
CCOC(=O)CC1(C)NC(C(=O)O)C(C)(C)S1 (centres undefined)	92	117	96	95	98	108	104	102
CCc1ccccc1-n1c(-c2cccs2)cc(-c2ccccc2)c(C#N)c1=O	111	106	104	121	108	116	119	118
CC(=O)N(C)c1cc(Cl)ccc1O	108	105	120	/	108	115	108	106
COc1cc(/C=C/C(=O)c2ccc(C(F)(F)F)cc2)ccc1Oc1nc(NCCO)nc(N2CCOCC2)n1	86	79	98	97	96	99	79	94
Cc1ccc(S(=O)(=O)N(C)CCN(C)S(=O)(=O)c2ccc(C)cc2)cc1	146	82	93	95	112	108	102	88
CC(=O)OCC(=O)C1CCC=CC1OC(C)=O (centres undefined)	74	95	97	93	108	88	98	98
N#Cc1c(Nc2ccc(Cl)cc2)[nH]n(C2=Nc3ccccc3Sc3ccccc32)c1=O	94	18	48	76	57	64	54	39
CCCCC(CC)OC(=O)c1cccc(C)c1 (centres undefined)	97	101	100	96	103	115	97	108
C=C(C)Cc1c(C)c(Cl)cc(Cl)c1O	113	98	108	86	102	113	98	101
CCOC(=O)C1=C(N)N(c2ccc(C)cc2)C2=C(C(=O)CC(C)(C)C2)C1c1ccc(OC)cc1 (centres undefined)	111	101	98	121	108	101	100	102
O=C(O)c1ccc(-c2nn(-c3ccc(C(=O)O)cc3)cc2CNc2ccccc2)cc1	106	102	99	98	106	96	104	107
C#CCSCCO	102	103	111	91	115	114	99	97
N#Cc1cnn2c(-c3ccc(Cl)cc3)nc(NC3CC3)nc12	125	86	108	111	113	100	97	95
c1ccc(-c2nc3ccccc3[nH]2)nc1	111	103	100	106	113	98	106	110
CC(C)(C#N)NC1CCCCC1	98	102	99	96	106	115	100	92
COc1c(N)c2c(c([N+](=O)[O-])c1OC)C(=O)OC2	/	102	109	102	108	102	106	113
O=C1OC(=O)C2CC(c3ccccc3)=CCC12 (centres undefined)	103	105	98	105	108	104	105	107
S=C(N/N=C/c1ccc(Cl)cc1Cl)Nc1cccc2ccccc12	98	95	103	124	111	117	99	100
O=C(c1sc(-c2ccc(F)cc2)cc1O)N1CCOCC1	95	91	104	104	107	113	101	107

# Three of the compounds above, with two lines to a compound:
# Fields – MALME-3M | UACC-62 | M14 | UACC-257 | SK-MEL-28 | SK-MEL-2 | MDA-MB-435 | SK-MEL-5
N#Cc1cnn2c(-c3ccc(Cl)cc3)nc(NC3CC3)nc12
 : 125 | 86 | 108 | 111 | 113 | 100 | 97 | 95
C#CCSCCO
 : 102 | 103 | 111 | 91 | 115 | 114 | 99 | 97
Cc1nc2ncnc3ncn1c32
 : 113 | 87 | 46 | 95 | 109 | 98 | 89 | 98

# Quoted from the listing (3 entries):
SMILES	MALME-3M	UACC-62	M14	UACC-257	SK-MEL-28	SK-MEL-2	MDA-MB-435	SK-MEL-5
CCOC(=O)CC1(C)NC(C(=O)O)C(C)(C)S1 (centres undefined)	92	117	96	95	98	108	104	102
CCc1ccccc1-n1c(-c2cccs2)cc(-c2ccccc2)c(C#N)c1=O	111	106	104	121	108	116	119	118
CC(=O)N(C)c1cc(Cl)ccc1O	108	105	120	/	108	115	108	106

# Continued.
SMILES	MALME-3M	UACC-62	M14	UACC-257	SK-MEL-28	SK-MEL-2	MDA-MB-435	SK-MEL-5
COc1cc2c(cc1OC)C(C(CCCCCC(CCC(C)C)C1NCCc3cc(OC)c(OC)cc31)CCC(C)C)NCC2 (centres undefined)	/	-92*	-94*	-92*	-100*	-92*	/	-96*
COc1cc([N+](=O)[O-])c(N)cc1Br	103	102	102	93	112	119	94	100
COc1ccc(/C=C/c2cc(=O)c3c(C)c(Cl)c(C)cc3o2)cc1OC	86	74	103	103	92	93	117	84
FC(F)Oc1ccc(C(Nc2ccc(Br)cc2)c2nnnn2C2CCCCC2)cc1OCC1CC1 (centres undefined)	113	74	102	108	106	102	102	102
Cc1c(C(=O)c2ccccc2)oc2c(Br)cc(Br)cc12	108	85	100	104	98	102	99	100
CN(CCCNC(=O)CCOCCOCCOCCNC(=O)Cc1ccc2ccc3cccc4ccc1c2c34)CCCNc1cc(-c2ccc3ccccc3c2)nc2ccccc12	-70*	-66*	-90*	-70*	-94*	-70*	-80*	-96*
O=C(c1ccc(OCCN2CCOCC2)cc1)C1[C@H](c2ccc(Cl)cc2)[C@@H](c2ccccc2)NC12C(=O)Nc1ccc(Cl)cc12 (some centres undefined)	69	40	23	45	52	35	42	52
O=C(CCn1cnc2c(cc(-c3ccccc3)n2-c2ccncc2)c1=O)Nc1ccccc1	107	97	101	102	108	121	99	106
COc1ccc(C(=S)N2CCN(c3ccc(Cl)cc3)CC2)cc1OC	101	80	118	75	109	107	104	80
COc1cccc(N2CCN(c3ncnc4c3[nH]c3ccc(F)cc34)C[C@@H]2C)c1	-26*	-71*	-85*	-28*	-27*	-95*	-75*	-91*
CCC1C=Cc2ccccc21 (centres undefined)	92	105	99	104	109	83	103	105
CCCCCCCCCCCCCCCCCCSC1=CC(=O)C(OC)=C(OC)C1=O	112	77	75	91	97	96	68	86
O=C(O)c1ccc(F)cc1F	103	102	98	110	106	106	104	/
O=C1c2ccccc2C(=O)c2c(NCCN=Cc3c(O)ccc4ccccc34)cccc21	113	86	66	-5.3*	117	107	96	87
Cn1cc(-c2csc(-c3c[nH]c4ccccc34)n2)c2ccnc(Cl)c21	139	85	43	32	85	94	76	50
Nc1nc2c(nc(N3CCSCC3)n2[C@@H]2O[C@H](CO)[C@@H](O)[C@H]2O)c(=O)[nH]1	94	98	103	102	103	108	101	102
CCOC(=O)C1(NC(=O)C(C)NC(C)=O)CCCC1 (centres undefined)	106	106	106	107	108	107	104	100
COc1ccccc1NC(=S)N/C=C(\C#N)c1nc2ccccc2s1	/	90	102	117	105	106	105	95
O=C(OCC(O)C(O)C(O)COC(=O)c1ccccc1)c1ccccc1 (centres undefined)	113	93	103	100	104	109	105	110
COc1cc2ncnc(-n3ncc4cc(NC(=O)Nc5ccc(Cl)c(Cl)c5)ccc43)c2cc1OC	-44*	-69*	-41*	-10*	-71*	-27*	-31*	-83*
O=C(NNc1nc2cc(N3CCOCC3)ccc2n2cccc12)c1cnccn1	89	88	75	111	79	102	94	77
Nc1nc(N)c2c(n1)NC(c1cccc(Nc3ccnc4cc(C(F)(F)F)ccc34)c1)CC(c1ccccc1)=N2 (centres undefined)	67	74	30	69	84	35	-30*	22
C=CCn1c(C)nc2ccc(Nc3nc(Cl)nc4nc[nH]c34)cc21	83	98	88	103	99	/	97	90
O=C(Nc1ncc([N+](=O)[O-])s1)c1cccc([N+](=O)[O-])c1	40	9.4*	44	59	57	17	31	-14*
c1ccc(-c2nnc(Cn3c(COc4cccc5ccccc45)nc4ccccc43)o2)cc1	89	83	105	99	110	85	104	90
Oc1ccc(Cc2ccc(Cl)cc2)c(O)c1	146	91	103	105	208	109	107	117
O=C1CSC(=S)N1C1CCCCC1	124	104	107	101	107	117	112	100
C[N+](C)(C)CCNC(=O)c1ccc(OCc2ccccc2F)cc1	97	96	104	105	111	117	/	100
O=[N+]([O-])c1cccc(/C=N/Nc2ncc(-c3cc4cc5c(cc4o3)OCO5)s2)c1	97	85	94	63	94	116	89	92
O=C1/C(=C\c2coc3ccccc3c2=O)c2ccccc2N1c1c(Cl)cccc1Cl	84	37	43	61	47	86	14	20
COc1cc2[nH]c(O)c(C=O)c2cc1OC	/	109	128	93	119	108	114	111
COc1ccc2nc3cc(Cl)ccc3c(NCCNc3c4ccc(Cl)cc4nc4ccc(OC)cc34)c2c1	-77*	-88*	-74*	-90*	-86*	-73*	-79*	-97*
CC(C)CC(=O)OCCc1ccccc1	105	/	96	74	107	91	104	99
CC(=O)c1cc2c(cc1C)C(C)(C)C(C)(C)C2(C)C	98	103	102	100	105	98	116	98
CCOC(=O)c1cc(C(=O)c2cc(OC)cc(OC)c2)n2c1ccc1c3cccnc3ccc12	110	102	81	105	102	106	93	99
Cc1ccc2c(c1)C(=O)/C(=C/c1c([N+](=O)[O-])ncn1C)O2	107	96	103	90	111	91	102	100
OCn1nnc2ccccc21	103	102	105	106	112	104	111	102
CC(=O)c1ccc(N=C=S)cc1	98	98	105	109	107	105	98	101
CN(C)C(C)(C)CC(C)(C)C	94	105	105	117	109	/	109	105
CC(C)(C)SC(C)(C)C	90	94	95	104	102	110	96	101
NN1c2nc3c(cnn3-c3ccccc3)c(=O)n2NC1c1ccccc1O (centres undefined)	85	83	92	102	99	100	99	94
COc1ccc(/C=C(/C(=O)N2CCNCC2)c2cc(OC)c(OC)c(OC)c2)cc1O	47	32	38	27	55	11	-45*	40
O=C(O)/C=C/c1ccc([N+](=O)[O-])cc1	126&114	102&103	94	102&106	107&120	109	106&111	107&104
CCC(CCC#N)(CCC#N)C(=O)c1ccc(C)o1	98	107	105	108	103	107	105	100
CC1(C)CC(=O)C2=C(C1)Nc1cc3c(cc1C2c1ccc(Cl)cc1)OCO3 (centres undefined)	83	90	116	93	104	86	98	/
O=c1[nH]c2c(cc1S(=O)(=O)c1ccccc1)CCc1c-2cnn1-c1ccccc1	101	100	103	105	117	109	100	106
COc1ccc(-c2nc(-c3ccc(Cl)cc3)cn3c2nc2ccccc23)cc1	125	90	113	105	104	118	93	104
Cc1nc2n(c1C(=O)N1CCCCC1)CCS2(=O)=O	102	94	100	96	123	93	100	99
O=C1NOCC1N=Cc1cc(Cl)ccc1O (centres undefined)	123	91	95	108	124	149	116	99
O=C(Cn1cc(COc2ncnc3c2cnn3-c2ccccc2)nn1)Nc1ccc(F)cc1	92	87	94	73	101	101	69	94
Nc1nc2c(nc(I)n2[C@@H]2O[C@H](CO)[C@@H](O)[C@H]2O)c(=O)[nH]1	99	93	105	92	100	112	100	102
Nc1c(C(=O)Nc2ccccc2Cl)sc2nc3c(cc12)C(O)CCC3 (centres undefined)	76	48	20	57	79	36	1.9*	21
CCN1CC(=O)N2[C@H](c3ccc(Cl)cc3)c3[nH]c4ccccc4c3C[C@@H]2C1=O	112	77	104	117	118	108	107	98
CCN(CC)c1ccc(/C=C2\SC(=S)NC2=O)cc1	86	96	97	99	87	84	/	65
CCOC(=O)/C=C(/OCC)C(=O)OCC	105	103	111	128	115	/	101	108
O=C(NCCO)c1ccc(C(=O)NCCO)cc1	121	97	103	100	105	99	109	106
Cc1ccc(NC(=O)Cn2c(-c3cncs3)nc3ccccc32)cc1	95	85	105	100	91	/	84	91
Cc1ccc(-c2nc(SCC(=O)c3ccccc3)c(S(=O)(=O)c3ccccc3)[nH]2)cc1	95	86	96	92	107	92	107	84
COC(=O)/C=C1/S/C(=N/NC(=O)COc2cc(=O)n(C)c3ccccc23)N(Cc2ccccc2)C1=O	88	90	92	98	97	99	98	98
Cc1cccc(C(=O)O)c1[N+](=O)[O-]	102	92	102	105	103	102	105	103

# Among those listed so far, four have bromine.
SMILES	MALME-3M	UACC-62	M14	UACC-257	SK-MEL-28	SK-MEL-2	MDA-MB-435	SK-MEL-5
Cc1nc2ccc(Cl)cn2c1-c1nnc(SCc2ccc(Br)cc2)o1	92	66	84	102	97	114	98	92
COc1cc([N+](=O)[O-])c(N)cc1Br	103	102	102	93	112	119	94	100
FC(F)Oc1ccc(C(Nc2ccc(Br)cc2)c2nnnn2C2CCCCC2)cc1OCC1CC1 (centres undefined)	113	74	102	108	106	102	102	102
Cc1c(C(=O)c2ccccc2)oc2c(Br)cc(Br)cc12	108	85	100	104	98	102	99	100

# Other structures.
SMILES	MALME-3M	UACC-62	M14	UACC-257	SK-MEL-28	SK-MEL-2	MDA-MB-435	SK-MEL-5
CCC(CO)[N+](=O)[O-] (centres undefined)	97	103	108	100	113	108	101	99
O=C(Nc1ccccc1C1=NCC(CO)O1)c1ccc(Cl)c(Cl)c1 (centres undefined)	115	101	100	102	91	99	104	102
NC(=O)C1(Nc2ccccc2Cl)CCCC1	110	105&97	100&97	102&94	119&107	116	104	100&101
COc1cc2c3c(n(CCCN4CCC[C@H]4C(N)=O)c(=O)c2cc1OC)-c1cc2c(cc1C3=O)OCO2	28	-43*	6.3*	/	52	/	32	-46*
